TDP1 cell noCPT: qHTS for Inhibitors of human tyrosyl-DNA phosphodiesterase 1 (TDP1): qHTS in cells in absence of CPT; DT40 Tdp1-/- hTDP1 cells, no CPT, ATP luminescence, 48 h; Potency, µM (series often up to 46.2 µM), without a hit: at the top dose activity change, negative = growth inhibition, actives largely listed as inhibitors; hit rate 15% among 420,000; AID 686978, 2013; note: nearly all actives have a fitted effect of over 55% in size
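Seeded 400 DT40-hTDP1 cells/well (vehicle DMSO, no 20 nM CPT); pinned compounds; ≥48 hr at 37 °C; CellTiter-Glo luminescence as viability measure.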
TDP1 block: inhibitors of human tyrosyl-DNA phosphodiesterase TDP1; Q9NUW8; recombinant TDP1, AlphaScreen DNA substrate cleavage; Potency, µM (titrated, usually from 130 µM), for the others: top-dose activity change, negative = inhibition, actives largely listed as inhibitors; hit rate 0.28% among 350,000; AID 485290; note: nearly all actives have a fitted effect of over 40% in size
Target sequence (Q9NUW8 whole entry, looked up): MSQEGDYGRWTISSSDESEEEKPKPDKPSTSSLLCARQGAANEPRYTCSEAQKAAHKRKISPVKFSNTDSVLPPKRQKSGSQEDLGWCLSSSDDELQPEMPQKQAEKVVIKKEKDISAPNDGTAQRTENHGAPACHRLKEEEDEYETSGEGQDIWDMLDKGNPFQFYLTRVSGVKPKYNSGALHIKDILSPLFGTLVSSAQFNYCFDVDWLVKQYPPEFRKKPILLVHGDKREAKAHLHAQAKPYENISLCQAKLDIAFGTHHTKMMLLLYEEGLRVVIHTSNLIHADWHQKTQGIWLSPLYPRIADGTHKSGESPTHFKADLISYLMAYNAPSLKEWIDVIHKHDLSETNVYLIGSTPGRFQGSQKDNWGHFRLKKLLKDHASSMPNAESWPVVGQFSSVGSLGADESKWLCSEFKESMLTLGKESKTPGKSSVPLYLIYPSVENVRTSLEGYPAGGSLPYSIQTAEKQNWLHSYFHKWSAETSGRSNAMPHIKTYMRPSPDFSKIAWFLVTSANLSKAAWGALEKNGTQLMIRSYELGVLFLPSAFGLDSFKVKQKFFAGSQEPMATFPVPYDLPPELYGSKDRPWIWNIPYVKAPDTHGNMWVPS
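Recombinant E. coli-expressed Tdp1 (1 nM) preincubated with compound 15 min at RT, then 5'-biotin/3'-phosphotyrosine-FITC DNA substrate (15 nM) added for 5 min. AlphaScreen beads (10 ug/ml) added, 10 min RT; tyrosine-FITC cleavage read as signal loss.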
N370S GC: inhibits or activates N370S mutant glucocerebrosidase; hit rate 0.092% among 330,000; AID 2101; P04062; N370S GC spleen homogenate, 4MU-glucoside fluorescence; Potency, µM (top dose mostly 59.4 µM), for the others: at the top dose activity change, negative = inhibition, usual class: inhibitors;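 note: 0% = full enzyme activity and -100% = no enzyme basal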
Starred values were filed as active, the others as inactive; ? = inconclusive; . = not tested or not shown; [ ] = remark or other dose. Calls come from the whole dose curve; as a rule, active = well fitted curve in the direction sought with a large enough effect; inconclusive = small, poorly fitted or top-dose-only effect, or another doubt; inactive = no such curve, though single readings can be large; an effect the other way counts as inactive or inconclusive. Unless noted, % is set by controls: 0 for no effect and ±100 for the full control effect; potency is the fitted concentration of half-maximal effect. These rows are one share of the data, so the mix of outcomes need not match the whole.

SMILES	TDP1 cell noCPT	TDP1 block	N370S GC
COC(=O)C1C(=O)C(C(=O)c2ccc([N+](=O)[O-])cc2)C(=O)CC1(C)C (stereo not given)	24%	.	0%
Cc1cc(Nc2cccc(Cl)c2)n2ncnc2n1	-16%	4%	0%
Cc1ccc(N2CCN(Cc3nnc(-c4ccc5c(c4)OCO5)o3)CC2)c(C)c1	23µM*	-2%[12.3 µM]	.
CC1CCCN(C(c2ccccc2)c2sc3ncnn3c2O)C1 (stereo not given)	-25%	.	-7%
Clc1ccc(CO/N=C2\CCCc3nonc32)cc1	?	-5%	-6%
O=C(C[n+]1ccc(C(=O)N/N=C/c2ccc(OCc3ccccc3)cc2)cc1)c1ccccc1	-15%	11%	-26%
Cc1ccc(NC(=O)c2ccc(CNS(=O)(=O)c3ccc4c(c3)C(C)(C)C(=O)N4C)cc2)cc1F	15µM*	8%	.
O=C(Cn1c(-c2ccco2)nc2ccccc21)N1CCCCC1	-15%	2%	18%
COc1ccccc1NC(=O)c1ccc(NS(=O)(=O)c2c(C)noc2C)cc1	-2%	6%	-9%
O=C(CSCc1ccc(F)cc1)Nc1ccccc1	-3%	5%	6%
O=C(NCc1ccccc1)c1ccc(NC(=O)c2ccco2)cc1	0%	-6%	0%
Cc1ccc(NC(=O)Cn2c(C)cc(C)c(C#N)c2=O)cc1F	-19%	9%	.
Cc1ccc2c(CC(=O)Nc3ccc(N4CCN(C)CC4)cc3C)coc2c1	?	7%	2%
Cc1ccc2oc(C(=O)N(C)Cc3ccc(C)o3)c(C)c2c1	16µM*	8%	4%
O=C(COC(=O)c1ccc2c(c1)OCCO2)NCCc1ccccc1	-4%	-1%	.
O=C(Nc1nc(-c2ccncc2)cs1)C1c2ccccc2Oc2ccccc21	13µM*	7%	-20%
CCOC(=O)Cn1nc(C)c2c1CCCC2=O	10%	2%	5%
CCN(CCO)Cc1cn[nH]c1-c1ccc(C)c(C)c1	-14%	-2%	0%
O=C(c1ccc(-c2ccccc2)c(F)c1)C1CCCN(C(=O)c2cncs2)C1 (stereo not given)	13µM*	3%	7%
O=C(CN1C(=O)CCC1=O)Nc1nc(-c2ccc3ccccc3c2)cs1	4%	6%	11%
COc1cccc(C2c3[nH]c4ccccc4c3C[C@H]3C(=O)N(C4CC4)CC(=O)N23)c1 (stereo not given in full)	?	.	-1%
COc1cc(OC)cc(-c2oc(=O)c3cc(OC)c(OC)cc3c2/C=C/c2ccc(F)cc2)c1	?	1%	.
Cc1ccc(S(=O)(=O)N(C)C)cc1NC(=O)COC(=O)C1CC(=O)N(c2ccc3c(c2)OCCO3)C1 (stereo not given)	1%	-4%	-5%
COc1cccc(NC(=O)c2csc3c2CCCCC3)c1	16µM*	-9%	.
Cc1c(C(=O)N2CCCC2)sc(NC(=O)c2cccc(Cl)c2)c1C#N	26µM*	5%	-4%

One compound at a time, from the list above. Order of values: TDP1 cell noCPT	TDP1 block	N370S GC
Cc1cc(Nc2cccc(Cl)c2)n2ncnc2n1 as listed: -16%	4%	0%
Cc1ccc(N2CCN(Cc3nnc(-c4ccc5c(c4)OCO5)o3)CC2)c(C)c1 as listed: 23µM*	-2%[12.3 µM]	.
Cc1ccc2c(CC(=O)Nc3ccc(N4CCN(C)CC4)cc3C)coc2c1 as listed: ?	7%	2%

Going on with the list:
SMILES	TDP1 cell noCPT	TDP1 block	N370S GC
C/C(=N/NC(=O)c1cc(-c2cccc([N+](=O)[O-])c2)n[nH]1)c1cccc(O)c1	?	8%	-2%
NC(=O)NC(CC(=O)NCCCc1ccccc1)c1ccccc1Cl (stereo not given)	-26%	-2%	0%
CCOc1ccc(N/C=C/C(=O)c2ccc(OC)c(OC)c2)cc1	?	-2%	-4%
O=c1ccnc(SCCc2ccccc2)[nH]1	-8%	0%	-5%
CC(=O)Nc1ccc(OCc2cnc(Cl)s2)cc1	-15%	6%	14%
CC1(C)CC(NC(=S)NC(=O)c2cc(Br)ccc2Cl)CC(C)(C)N1	?	1%	.
CCCCNC(=O)CCCn1c(=S)[nH]c2cc3c(cc2c1=O)OCO3	2%	2%	0%
COc1ccccc1OC(C)C(=O)Nc1ccccc1C(=O)NCc1cccnc1 (stereo not given)	-5%	.	1%
O=C(Nc1c(F)cc(F)cc1Br)c1cc2nc(C(F)F)cc(C(F)F)n2n1	?	5%	6%
CC(NC(=O)C1CCCN(C(=O)c2ccc(Cl)cc2)C1)c1cccc(C(F)(F)F)c1 (stereo not given)	?	1%	.
CCOC(=O)C1=C(C)NC2=C(C(=O)OC2)C1c1ccccc1 (stereo not given)	?	0%	-3%
CCc1ccccc1NC(=O)Cn1c2ncccc2c(=O)n1-c1ccccc1	-19%	5%	.
CCOC(=O)c1nc(-c2ccccc2)sc1C(C)=O	-24%	5%	-18%
COc1ccc(OCC(=O)NNC(=S)NC(=O)c2ccc([N+](=O)[O-])cc2)cc1	?	10%	0%
COc1ccc(CCNC(=O)c2cc3c(=O)n4cccc(C)c4nc3n(CC3CCCO3)c2=N)cc1 (stereo not given)	10µM*	2%	8%
CCCn1c2ccccc2c2cnn(CC(=O)NC3CCCC(C)C3C)c(=O)c21 (stereo not given)	2.1µM*	0%	-2%
CSCC[C@H](NC(=O)NCCC1=CCCCC1)C(=O)O	-20%	-4%	16%
CCOC(=O)c1ccc(S(=O)(=O)NC2CCC(C)CC2)cc1 (stereo not given)	21µM*	-3%[56.1 µM]	.
CCOC(=O)C1=C(COC(=O)/C=C/c2ccccc2F)NC(=O)NC1C (stereo not given)	1%	.	-20%
CCOC(=O)[C@@H]1[C@H]2COc3ccccc3[C@H]2N2C(=O)N(c3ccc(Cl)cc3)C(=O)[C@@]12C	?	.	3%
COCCn1c(SCC(=O)N2CCC(C)CC2)nc2c(c1=O)SCC2	-15%	3%	-12%
Cc1cccc([N+](=O)[O-])c1NC(=O)COC(=O)c1nc2nccc(C)n2n1	0%	1%	.
Cc1ccc(N2CC(C(=O)NC3=NCCS3)CC2=O)cc1 (stereo not given)	?	2%	-11%
CC(=O)Nc1nonc1-c1nnc(SCC(=O)Nc2cc(C)ccc2C)n1-c1ccccc1	?	7%	.
C#CCOCCOCCOCCNc1nc(N2CCN(C(=O)[C@H](CCCCN)n3cc(C(N)CO)nn3)CC2)nc(N2CCN(C(=O)[C@H](CCC(=O)O)n3cc(C(N)[C@H](C)CC)nn3)CC2)n1 (stereo not given in full)	.	0%	8%

(next part)
SMILES	TDP1 cell noCPT	TDP1 block	N370S GC
CCOC(=O)N1CCC(O)(c2cc(C)c(C)cc2C)CC1	?	8%	4%
CCc1nnc(NC(=O)CN2CCC(O)(c3ccccc3OC)CC2)s1	-6%	5%	10%
CCOC(=O)c1ccc(CNC(=O)CSc2nc(NC(=O)c3ccccc3)c3c(C)c(C)oc3n2)cc1	?	6%	27%
COc1ccccc1NC(=O)Cn1nc(-c2ccc(C)cc2)c2c(c1=O)CCCC2	?	2%	.
COc1ccc(-n2c(Cc3cccs3)nnc2SCC(=O)Nc2ccc3c(c2)OCCO3)cc1	?	4%	6%
CCCCC(=O)NC(Nc1sc2c(c1C(N)=O)CCCC2)(C(=O)OCC)C(F)(F)F (stereo not given)	?	-1%	2%
CC(=O)NC(Cc1cccc(F)c1)C(=O)NC1CCN(C(=O)c2cccc(C)c2)CC1 (stereo not given)	-4%	0%	7%
CCc1cccc2[nH]c3cc([N+](=O)[O-])ccc3c12	?	0%	18%
C=CCNC(=S)NNc1nc2c(c(=O)[nH]1)C1(CCCCC1)Cc1ccccc1-2	7%	11%	21%
Cn1c(NC(=O)c2ccccc2C(F)(F)F)cc(=O)n(C)c1=O	0%	0%	5%
CCn1nc(C)c(CNC(=O)C2CCC(=O)N(CCc3ccc(OC)cc3)C2)c1C (stereo not given)	1%	1%	1%
O=C1C(CCCNC(=S)NCc2ccccc2)NC(=S)N1Cc1ccccc1 (stereo not given)	-25%	-4%	-1%
Cc1ccccc1C(=O)NC1CCCN(Cc2ccccc2F)C1 (stereo not given)	?	.	-12%
COc1cccc(NC(=O)COC(=O)c2sccc2C)c1	-26%	0%	.
CCN(CC(=O)NCc1cccs1)C(=O)CCCOc1ccccc1	-24%	0%	.
O=C(CN1C(=O)NC2(CCc3ccccc3C2)C1=O)Nc1ccc(F)cc1 (stereo not given)	?	0%	-7%
O=C(c1cccc(NS(=O)(=O)c2ccccc2)c1)N1CCCCC1	-22%	.	3%
CC1Cc2cc(S(=O)(=O)N3CCC(C(=O)N(C)Cc4ccco4)CC3)ccc2N1C(=O)C1CCC1 (stereo not given)	?	8%	-13%
CCOC(=O)C(NC(=O)c1ccccc1)(OCC1(CC)COC1)C(F)(F)F (stereo not given)	-9%	-2%	1%
CCOc1ccc(CCNC(=O)c2cnccn2)cc1OCC	-24%	3%	-12%
O=C(CNc1ccc(F)cc1)N/N=C1\CCCc2ccccc21	?	2%	-2%
Cc1noc(C)c1C(=O)Nc1sc(C)c(-c2ccccc2)c1C#N	?	-1%	3%
N#CC1=C(N)SC(N)=C(C#N)C1c1cccc(Oc2ccccc2)c1	?	13%	-8%
N#CC1=C(N)C(C#N)(C#N)C(c2cccnc2)C2COCC=C12 (stereo not given)	-5%	4%	4%
O=C(c1cccnc1)N1CCCC(Nc2ccc(F)cc2)C1 (stereo not given)	22%	1%	-2%

The listing continues.
SMILES	TDP1 cell noCPT	TDP1 block	N370S GC
CCc1ccc2[nH]c(C)c(CN3CCCCCC3)c(=O)c2c1	-28%	.	-13%
Cc1cc(C)c(NC(=O)CN(C)CC(=O)Nc2cccc(S(=O)(=O)N(C)c3ccccc3)c2)c(C)c1	23µM*	2%	.
CC1=NNC(=O)C1CCC(=O)N/N=C/C(Br)=C/c1ccccc1 (stereo not given)	2.1µM*	5%	5%
COc1ccc(/C=C/C(=O)Nc2cccc(S(=O)(=O)N3CCCC3)c2)cc1OC	21µM*	8%	-22%
CC(=O)c1c(C)nc(-c2ccc(Cl)cc2)nc1NC(=O)C(C)C	-28%	10%	4%
Cc1c(C(=O)Oc2ccc(-c3cnc4ccccc4n3)cc2)cccc1[N+](=O)[O-]	?	8%	6%
Cc1ccccc1C(=O)Nc1ccc2nc3n(c(=O)c2c1)CCC3	-19%	1%	5%
CCc1ccc(OCC(=O)N(Cc2ccc(C(C)C)cc2)C2CCS(=O)(=O)C2)cc1 (stereo not given)	?	2%	.
O=C(Nc1ccccc1N1CCCCC1)c1cccc(OC(F)F)c1	?	.	27%
COc1ccc(-c2nc3cc(NC(=O)c4ccc5c(c4)OCO5)ccc3o2)cc1	?	-2%	-3%
Cc1cc(C(=O)CCC(=O)NCC(=O)Nc2c(C)cccc2C)c(C)s1	?	3%	.
O=C(Nc1nccs1)c1ccc(Cl)c(S(=O)(=O)N2CCCCC2)c1	-24%	7%	3%
Cc1ccc(CNC(=O)Cn2cc(S(=O)(=O)Cc3cccc(Cl)c3)c3ccccc32)cc1	?	4%	.
CCOc1ccc(CNC(=O)c2cccc(NC(=O)N3CCSc4ncccc43)c2)cc1OC	16µM*	0%	.

Among those listed so far, these have a Cl atom:
SMILES	TDP1 cell noCPT	TDP1 block	N370S GC
Cc1cc(Nc2cccc(Cl)c2)n2ncnc2n1	-16%	4%	0%
Clc1ccc(CO/N=C2\CCCc3nonc32)cc1	?	-5%	-6%
Cc1c(C(=O)N2CCCC2)sc(NC(=O)c2cccc(Cl)c2)c1C#N	26µM*	5%	-4%
NC(=O)NC(CC(=O)NCCCc1ccccc1)c1ccccc1Cl (stereo not given)	-26%	-2%	0%
CC(=O)Nc1ccc(OCc2cnc(Cl)s2)cc1	-15%	6%	14%
CC1(C)CC(NC(=S)NC(=O)c2cc(Br)ccc2Cl)CC(C)(C)N1	?	1%	.
CC(NC(=O)C1CCCN(C(=O)c2ccc(Cl)cc2)C1)c1cccc(C(F)(F)F)c1 (stereo not given)	?	1%	.
CCOC(=O)[C@@H]1[C@H]2COc3ccccc3[C@H]2N2C(=O)N(c3ccc(Cl)cc3)C(=O)[C@@]12C	?	.	3%
CC(=O)c1c(C)nc(-c2ccc(Cl)cc2)nc1NC(=O)C(C)C	-28%	10%	4%
O=C(Nc1nccs1)c1ccc(Cl)c(S(=O)(=O)N2CCCCC2)c1	-24%	7%	3%
Cc1ccc(CNC(=O)Cn2cc(S(=O)(=O)Cc3cccc(Cl)c3)c3ccccc32)cc1	?	4%	.
